High-throughput results (PubChem)
SW480 rerep: A quantitative high throughput screen for small molecules that induce DNA re-replication in SW480 colon adenocarcinoma cells | SW480 DNA re-replication, Hoechst DNA content imaging, 48 h | Potency, µM (highest dose often 46.1 µM), inactives show top-dose re-replication activation, actives largely listed as activators | 340,000 tested, 1.8% active; also: potency is read from the fitted curve at half-maximal effect; % of control where 0% means no effect; nearly all actives have a fitted effect of over 55% in size
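Image-based DNA-content assay: after two days of treatment, nuclei were labelled with the DNA dye Hoechst and imaged, and hits were compounds raising the count of nuclei showing high fluorescence intensity.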
MCF10A rerep: A quantitative high throughput screen for small molecules that induce DNA re-replication in MCF 10a normal breast cells. AID 624296, 2012. MCF 10A DNA re-replication, Hoechst nuclear intensity, 48 h. 350,000 tested, 2.9% active. Potency, µM (doses to about 46.1 µM), for inactives: at the highest dose activity, positive = re-replication, usual class: activators; also: potency is read from the fitted curve at half-maximal effect; % of control where 0% means no effect; nearly all actives have a fitted effect of over 50% in size
D3 ag: qHTS of D3 Dopamine Receptor Agonist: qHTS; D(3) dopamine receptor (Homo sapiens), P35462; D3R DiscoveRx beta-arrestin cells, luminescence, 90 min; max activation, %; 410,000 tested, 0.58% active; AID 652048, 2013; in the data active = max activation above about 30%; also: 0% is about no effect; mostly tested at two doses, the higher about 12 µM
Target sequence (P35462 whole entry, looked up): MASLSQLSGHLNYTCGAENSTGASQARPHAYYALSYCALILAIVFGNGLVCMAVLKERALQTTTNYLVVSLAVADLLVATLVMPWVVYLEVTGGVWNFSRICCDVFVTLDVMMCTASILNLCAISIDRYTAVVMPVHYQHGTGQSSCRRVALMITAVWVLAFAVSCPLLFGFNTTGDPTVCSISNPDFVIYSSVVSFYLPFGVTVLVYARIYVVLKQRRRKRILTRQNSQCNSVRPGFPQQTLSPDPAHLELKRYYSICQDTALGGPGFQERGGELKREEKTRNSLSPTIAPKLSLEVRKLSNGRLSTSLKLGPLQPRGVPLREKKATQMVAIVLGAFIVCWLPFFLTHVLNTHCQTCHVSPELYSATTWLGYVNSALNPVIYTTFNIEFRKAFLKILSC
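Agonist mode: compounds and dopamine controls were applied to plated cells for 90 min at 37 degrees C after an overnight attachment at 1500 cells/well. Luminescent read-out followed 30 - 60 minutes at room temperature with DiscoveRx detection reagent.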
KB-V1 cytotox: qHTS assay for MDR1-selective chemotherapeutics: Primary screen using the drug-selected MDR subline cells KB-V1 | AID 1347076, 2019 | Potency, µM (top dose mostly 46.1 µM), for the others: at the highest dose activity change, negative = cytotoxicity, usual class: cytotoxic | 400,000 tested, 3.4% active | KB-V1 MDR cells viability, CellTiter-Glo, 72 h; also: potency is read from the fitted curve at half-maximal effect; % is scaled to controls: 0 for no effect and ±100 for the full control effect; nearly all actives have a fitted effect of over 60% in size
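Cells of the MDR subline KB-V1 are plated, dosed with compound at multiple concentrations, and incubated 72 h at 37 degrees C; CellTiter-Glo is then added and luminescence read after 10 min.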
GLP1R cytotox: qHTS of GLP-1 Receptor Inverse Agonists: Cytotox Screen. HEK293 cAMP-luciferase reporter cells, luminescence, 24 h. Potency, µM (series often up to 38.3 µM), without a hit: at the top dose activity change, negative = inhibition, hits mostly inhibitors. 410,000 tested, 0.13% active. AID 624418, 2012;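 also: loss of luciferase light is scored as toxicity; potency is read from the fitted curve at half-maximal effect; % is scaled to controls: 0 for no effect and ±100 for the full control effect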
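Compound-treated cells are incubated 24 hr at 37 deg C under 5% CO2 after a 12 hour attachment period, then luciferase detection reagent is added and luminescence is measured following 12 min at room temperature; lowered signal indicates toxicity.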
HT1080 IDH1KD tx: qHTS for induction of synthetic lethality in tumor cells producing 2HG: qHTS for the HT-1080-IDH1KD cell line. HT-1080 IDH1 knockdown viability, ATP luminescence, 48 h. Potency, µM (titrated, usually from 46.1 µM), inactives show at the highest dose activity, negative = toxicity, most hits filed as cytotoxic. 360,000 tested, 2% active;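 also: potency is read from the fitted curve at half-maximal effect; 0% = DMSO wells and -100% = cell-free medium wells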
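After a 2 h attachment period, IDH1KD HT-1080 cells took pin-transferred compound for 48 h at 37 °C; ATP-based luminescence after 10 min room-temperature reagent incubation reported viability.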
HT1080-NT tox: qHTS for induction of synthetic lethality in tumor cells producing 2HG: qHTS for the HT-1080-NT fibrosarcoma cell line; HT-1080-NT fibrosarcoma viability, CellTiter-Glo ATP luminescence, 48 h; Potency, µM (titrated, usually from 46.1 µM), without a hit: at the highest dose activity, negative = less viability, usual class: cytotoxic; 360,000 tested, 1.6% active;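 also: NT is the 2HG producing partner of a matched IDH1 knockdown line; potency is read from the fitted curve at half-maximal effect; 0% = DMSO-treated cells and -100% = media-only wells without cells; nearly all actives have a fitted effect of over 55% in size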
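Compounds were tested in concentration-response format on HT-1080-NT cells for 48 hours at 37 degrees C. Cell viability came from CellTiter-Glo luminescence; curves were classified by r2, response magnitude and activity.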
KB-3-1 tox: qHTS assay for MDR1-selective chemotherapeutics: Primary screen using the parental adenocarcinoma cell KB-3-1; AID 1347075, 2019; Potency, µM (series often up to 46.1 µM), without a hit: top-dose activity change, negative = cytotoxic, usual class: cytotoxic; KB-3-1 viability, CellTiter-Glo ATP luminescence, 72 h; 400,000 tested, 1.4% active; also: potency is read from the fitted curve at half-maximal effect; % is scaled to controls: 0 for no effect and ±100 for the full control effect; nearly all actives have a fitted effect of over 60% in size
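Cytotoxicity measured as CellTiter-Glo luminescence after 72 h at 37 C. Compound titrations were pinned onto drug-naive KB-3-1 parental adenocarcinoma cells grown in DMEM with 10% FBS, and normalized data fitted to concentration-response curves.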
IL-1B inflam inh: qHTS for Inhibitors of Inflammasome Signaling: IL-1-beta AlphaLISA Primary Screen. 360,000 tested, 4.7% active. THP-1 LPS/ATP IL-1B secretion, AlphaLISA, 16 h; hits give low values. activity change, % at 57.5 µM. AID 743279, 2014; in the data active = activity change below about -50%; inconclusive = mostly about -30% to -49%; also: % is scaled to controls: 0 for no effect and ±100 for the full control effect
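Secreted IL-1B measured by AlphaLISA bead assay after 16 h compound exposure of THP-1 cells; compounds (final up to 57.5 uM) added 1 h before LPS (250 ng/mL) and ATP (1.25 mM) stimulation; lower signal means less secretion.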
Active calls of the source: *; ? = inconclusive; . = no result given; & = joins results of further samples; ! = not confirmed by another sample; [ ] = another dose, or the depositor's remark. Unless noted, calls follow the shape of the dose curve; as a rule, active = well fitted curve in the direction sought with a large enough effect; inconclusive = small, poorly fitted or top-dose-only effect, or another doubt; inactive = no such curve, though single readings can be large; an effect the other way counts as inactive or inconclusive.

SMILES	SW480 rerep	MCF10A rerep	D3 ag	KB-V1 cytotox	GLP1R cytotox	HT1080 IDH1KD tx	HT1080-NT tox	KB-3-1 tox	IL-1B inflam inh
CCOc1ccc(/C(O)=C2/C(=O)C(=O)N(c3ncccn3)C2c2ccc(Cl)cc2)cc1 (configuration not stated)	?	7%	1	4%	0%	-6%	-19%	-17%	46
CN(C)S(=O)(=O)c1c(Cl)cccc1Cl	1%	0%	17	20%	10%	1%	-2%[9.24 µM]	1%	-21
Cc1cc(F)ccc1NC(=O)CS(=O)(=O)c1cccc2nsnc12	.	.	-21	15%	2%	.	.	0%	.
CC1(NC(=S)Nc2ccccc2)CCS(=O)(=O)C1 (configuration not stated)	-5%	1%	-5	8%	-3%	10%	12%	-4%	-8
Cc1cc2c(cc1C)NC(=O)CC(c1ccccc1)=N2	0%	-1%	1	?	-8%	13%	10%	5%	0
O=C(Nc1cccc(C(=O)N2CCOCC2)c1)c1cccnc1	-7%	-3%	-2	0%	1%	16%	-3%	-7%	13
Cc1ccc(S(=O)(=O)/C(C#N)=C/c2c(N3CC(C)OC(C)C3)nc3c(C)cccn3c2=O)cc1 (configuration not stated)	-10%	-1%	0	14%	4%	10%	19%	8%	45
Cc1cccc(CSC2=CS(=O)(=O)c3ccccc3N2)c1	-1%	7%	-4	?	-2%	-14%	-9%	-5%	-5
N#CC1C(=O)NC(N2CCN(c3ccccc3)CC2)=NC12CCCCC2 (configuration not stated)	-8%	14%	-2	-2%	-2%	1%	7%	21%	-6
CNC(=O)OCc1nc(SSC(C)(C)C)n(C)c1COC(=O)NC	4.1µM*	2.9µM*	-8	6%	?	18µM*	?	?	-100*
CCC(=O)c1ccccc1OCCCn1cncn1	-3%	-5%	-3	?	9%	0%	-1%	-12%	4
Cc1ccnc(NC(=O)c2ccc(Br)s2)c1	-1%	18%	1	3%	0%	1%	-10%	-10%	37
CCC(C)(C)C1CCc2[nH]nc(C(=O)NCC3CC3)c2C1 (configuration not stated)	-2%	-1%	-7	8%	4%	7%	6%	10%	-22
CC(=O)Nc1cccc(NC(=O)c2cc3ccccc3o2)c1	-9%	18%	4	0%	1%	-11%	-9%	0%	-3
CC1(C)CC(=O)C=C(C(=O)N2CCCC(C(=O)c3cccc(C(F)(F)F)c3)C2)O1 (configuration not stated)	9%	2%	6	.	-7%	-5%	-5%	.	-20
COC(=O)c1ccc(COC(=O)C(CCS(C)(=O)=O)N2C(=O)c3ccccc3C2=O)cc1 (configuration not stated)	0%	2%	7	?	-20%	-1%	2%	19%	-17
c1ccc(-n2cccc2CNC2CCCCC2)cc1	8%	6%	-15	-21%	?	-13%	4%	-13%	?
CNC(=S)Nc1ccc([N+](=O)[O-])cc1	1%	7%	-4	?	1%	-2%	-5%	5%	-20
CC(=O)N(Cc1cc(=O)[nH]c2ccccc12)c1cccc(C)c1	-10%	1%	2	6%	-7%	-9%	-11%	-5%	29
Cc1ccc(-c2nc3ccccc3c(C(=O)NCc3cccs3)c2C)cc1	3%	13%	-9	0%	-25%	-10%	-10%	?	-8
O=C(C(=O)N1CCOCC1)c1cn(CC(=O)N2CCc3ccccc3C2)c2ccccc12	?	-1%	-11	17%	1%	22%	-2%	11%	-18
Cc1cccc(N2CCN(C(=O)c3csc4ccccc34)CC2C)c1 (configuration not stated)	.	?	2	15µM*	-28%	-17%	-16%	?	-10
COc1ccc(NC(=O)N2CCC(C(=O)c3ccc(F)cc3)CC2)cc1	-8%	2%	16	?	-18%	-12%	-16%	0%	-12
Cc1ccc(OCC(=O)Nc2sc3c(c2C#N)CCC3)cc1C	-3%	?	6	1%	12%	-2%	-14%	-4%	22
CC(C)Nc1nc(-c2ccccc2)nc(-n2ccnc2)n1	16%	22%	0	-9%	0%	-8%	0%	1%	?
COc1ccc(/C=C/C(=O)NC(=S)NNC(=O)c2cccnc2)cc1	6%	2%	-2	-39%	-4%	-22%	-2%	1%	31
Cn1c(=O)c2cn(Cc3ccc(Cl)cc3)cc2n(C)c1=O	-7%	12%	5	?	7%	-3%	-3%	-6%	8
COc1ccc(Cc2nc(C)cc(Cl)n2)cc1[N+](=O)[O-]	1%	-8%	-5	-15%	-2%	2%	6%	7%	11
Brc1ccc2nc(-c3c[nH]c4ccccc34)cn2c1	-10%	-3%	-4	0%	-7%	-2%	3%	25%	?
Cc1ccc(CNC(=O)CS(=O)(=O)c2cn(CC(=O)N3CCOCC3)c3ccccc23)cc1	2%	-1%	-6	0%	-1%	0%	2%	13%	21
CN1C(=O)C2(c3ccccc31)c1c(oc3ccccc3c1=O)C(=O)N2CCCO (configuration not stated)	-4%	3%	-8	21%	-1%	19%	?	13%	19
O=C(OCC(=O)N1CCCc2ccccc21)c1ccccc1OC(F)F	9%	-4%	-5	-13%	0%	-3%	1%	-2%	-6
COc1cccc(-n2c(CN3CCN(c4ccc(C)cc4)C(C)C3)nc3ccc([N+](=O)[O-])cc3c2=O)c1 (configuration not stated)	4%	21%	0	15µM*	14%	0%	-2%	3%	22
NC(=O)C1CCN(C(=O)CNC(=O)c2ccc(F)cc2)CC1	-1%	-4%	-4	3%	5%	-1%	9%	0%	0
CCOc1ccc(N=C(NC#N)SCC(=O)NC2CC2)cc1	-3%	4%	-17	-14%	4%	2%	0%	-4%	54
Cc1cccc2c(=O)c(-c3ccc(Cl)cc3)c(NC(=O)c3ccco3)oc12	32%	-1%	-1	?	-2%	-1%	1%	29%	50
CSc1ccc(C(=O)C2CCCN(C(=O)CN3CCOC3=O)C2)cc1 (configuration not stated)	-1%	0%	0	14%	-2%	7%	1%	16%	-3
O=C(Nc1cccc(Cl)c1N1CCOCC1)c1ccc(Br)o1	7%	?	-3	.	-10%	-2%	-1%	.	-2
O=C(CCCOc1ccccc1)N1CCN(S(=O)(=O)c2ccc(Cl)cc2)CC1	-17%	12%	-6	0%	-2%	3%	-3%	-12%	3
CCOC(=O)C1=C(CC)Nc2ccccc2N/C1=N\S(=O)(=O)c1ccccc1F	-2%	-2%	-3	10%	-31%	1%	4%	3%	38
COc1ccc(N2CCN(CCCn3cnc4c(OC)ncnc43)CC2)cc1	.	.	5	16%	-5%	7%	3%	9%	23
Cc1c2cnn(CC(=O)NCCc3ccccc3)c(=O)c2c(C)n1Cc1ccccc1Cl	.	.	-8	-14%	-5%	.	.	2%	.
Cn1ncc(N2CCN(S(=O)(=O)c3ccc(Br)cc3)CC2)c(Cl)c1=O	-9%	?	-5	?	-1%	-4%	0%	-4%	-3
CCS(=O)(=O)n1nc(-c2ccccc2)nc1NCc1ccco1	-3%	2%	-9	-17%	3%	-2%	-8%	9%	-7
CCN(C(=O)C1CCN(S(=O)(=O)c2cc(Br)cc3c2N(C(C)=O)CC3)CC1)c1cccc(C)c1	.	.	4	-13%	0%	.	.	-11%	.
Cc1ccc(-n2cc(CNC(C)c3cnn(C)c3C)c(-c3ccc(F)cc3)n2)cc1 (configuration not stated)	75%	?	-4	2%	-22%	1%	1%	-25%	?
CCCCOc1cc(C(=O)NCCN(CC)CC)c2ccccc2n1	-49%[inhibitor]	12µM*!	0&-5&-1	?	-7%&13%	?	?	0%&0%	-50*!

Arranged by heavy-atom count (descending): ten of the compounds above.
SMILES	SW480 rerep	MCF10A rerep	D3 ag	KB-V1 cytotox	GLP1R cytotox	HT1080 IDH1KD tx	HT1080-NT tox	KB-3-1 tox	IL-1B inflam inh
CCN(C(=O)C1CCN(S(=O)(=O)c2cc(Br)cc3c2N(C(C)=O)CC3)CC1)c1cccc(C)c1	.	.	4	-13%	0%	.	.	-11%	.
Cc1ccc(-n2cc(CNC(C)c3cnn(C)c3C)c(-c3ccc(F)cc3)n2)cc1 (configuration not stated)	75%	?	-4	2%	-22%	1%	1%	-25%	?
CC1(C)CC(=O)C=C(C(=O)N2CCCC(C(=O)c3cccc(C(F)(F)F)c3)C2)O1 (configuration not stated)	9%	2%	6	.	-7%	-5%	-5%	.	-20
Cc1ccc(-c2nc3ccccc3c(C(=O)NCc3cccs3)c2C)cc1	3%	13%	-9	0%	-25%	-10%	-10%	?	-8
COc1ccc(NC(=O)N2CCC(C(=O)c3ccc(F)cc3)CC2)cc1	-8%	2%	16	?	-18%	-12%	-16%	0%	-12
Cn1ncc(N2CCN(S(=O)(=O)c3ccc(Br)cc3)CC2)c(Cl)c1=O	-9%	?	-5	?	-1%	-4%	0%	-4%	-3
Cc1cc(F)ccc1NC(=O)CS(=O)(=O)c1cccc2nsnc12	.	.	-21	15%	2%	.	.	0%	.
CC(C)Nc1nc(-c2ccccc2)nc(-n2ccnc2)n1	16%	22%	0	-9%	0%	-8%	0%	1%	?
CC1(NC(=S)Nc2ccccc2)CCS(=O)(=O)C1 (configuration not stated)	-5%	1%	-5	8%	-3%	10%	12%	-4%	-8
CNC(=S)Nc1ccc([N+](=O)[O-])cc1	1%	7%	-4	?	1%	-2%	-5%	5%	-20

This is a random part of the collection (roughly 11% active in at least one column).
